Assay outcomes from PubChem.
phage Ecoli inh: E. coli growth loss with phage present | AID 651602 | growth absorbance | inhibition, % at 11.9 µM | hit rate 0.26% among 360,000; in the data active = inhibition above about 11%
MITF TRPM1 HTS: activators of MITF-driven TRPM1 promoter activity in SK-MEL-5 cells | hit rate 0.75% among 300,000 | activation, % at 12.5 µM | SK-MEL-5 TRPM1-promoter luciferase, 24 h; % of positive control, neutral wells = 0;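 active = mean activation of at least 80% with every replicate also reaching 80%; inconclusive = mean reaches 80% but some replicate falls short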;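 also: 0% = neutral control wells and 100% = parthenolide positive control wells; values of inactives mirror those of a sister screen read the other way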
Ecoli viability: bacterial growth inhibition, counter-screen for AddAB inhibitors; E. coli V3065 growth, OD600 absorbance, 18 h; inhibition, % at 11.9 µM; hit rate 0.27% among 330,000;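 active = inhibition above the campaign's mean inhibition across all tested compounds plus 3 SD, cut at about 9.9% in these data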;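 also: uninfected addAB+ strain grown without phage in ampicillin broth; 0% = DMSO wells and 100% = ciprofloxacin 0.95 µg/ml wells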
SR-BI DiI-HDL act: SR-BI HDL lipid transfer activation; CHO ldlA[mSR-BI] cells, DiI-HDL uptake fluorescence, 3 h; 100 = double the neutral-control signal; activation, % at 12.5 µM; hit rate 0.096% among 320,000;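 active = mean replicate activation of at least 60% and every replicate at or above 60%; inconclusive = mean or all-replicate condition met, but not both; inactive = mean below 60% and not all replicates reaching 60%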;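 also: 0% = median plate neutral-control signal and 100% = twice that signal; values of inactives mirror those of a sister screen read the other way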
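Material: SR-BI-overexpressing, LDLR-lacking CHO cells; schedule: compound exposure 3 h, 37 °C; reagent: DiI-labelled HDL at 10 µg/mL final; technique: bottom-read fluorescence, 550/595 nm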
Wnt bcat act: Wnt/beta-catenin pathway activation; activation, % at 9.35 µM; hit rate 1.2% among 300,000; AID 743398; Wnt/beta-catenin reporter cell assay, activator, plate reader; in the data active = activation above about 30%, passing the limit was not always enough; inconclusive = no clear call, values can overlap the other calls;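 also: 0% = neutral control wells and 100% = positive control wells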
CAL PDZ FP-1: blocks peptide binding to human CAL PDZ domain. Q9HD26. purified CAL PDZ, TMR-peptide fluorescence polarization, 1 h. inhibition, % at 20 µM. hit rate 0.02% among 330,000. AID 504414;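 active = highest replicate inhibition of at least 40%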;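 also: plate controls were DMSO neutral control wells for no effect and unlabeled competitor peptide control wells for full effect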
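material = purified tagged CAL PDZ domain construct (CerCALP) | compound dosing = 20 µM, one dose | times = 1 h at RT | measured by = fluorescence polarization from S- and P-plane intensities, G-factor corrected | read-out = inhibition from polarization loss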
SR-BI DiI inh: mouse SR-BI HDL lipid transfer inhibition; Q61009; inhibition, % at 12.5 µM; ldlA[mSR-BI] CHO cells, DiI-HDL uptake fluorescence, 3 h; hit rate 0.96% among 320,000;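 active = mean replicate inhibition of at least 70% and a set share of replicates each scoring 70 or more; inconclusive = meets just one of the two criteria; inactive = fails both criteria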;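 also: 0% = median of neutral control wells and 100% = median of positive control wells; values of inactives mirror those of a sister screen read the other way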
Target sequence (Q61009 whole entry, looked up): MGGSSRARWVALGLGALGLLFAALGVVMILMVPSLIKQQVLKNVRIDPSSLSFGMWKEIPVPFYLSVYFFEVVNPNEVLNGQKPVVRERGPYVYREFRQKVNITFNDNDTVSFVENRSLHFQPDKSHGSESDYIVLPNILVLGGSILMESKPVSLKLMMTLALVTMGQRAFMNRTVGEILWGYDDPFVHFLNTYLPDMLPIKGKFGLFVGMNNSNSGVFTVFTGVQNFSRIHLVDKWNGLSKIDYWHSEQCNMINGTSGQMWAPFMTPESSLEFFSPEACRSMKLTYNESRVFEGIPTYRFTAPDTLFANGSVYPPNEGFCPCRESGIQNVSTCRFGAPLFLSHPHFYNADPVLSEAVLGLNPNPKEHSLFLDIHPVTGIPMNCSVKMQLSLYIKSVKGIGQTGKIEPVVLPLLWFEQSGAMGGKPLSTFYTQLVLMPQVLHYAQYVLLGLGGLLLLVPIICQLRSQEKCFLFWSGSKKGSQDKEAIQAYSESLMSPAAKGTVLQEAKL
Tat transport: inhibitors of E. coli Tat protein transport | inhibition, % at 10 µM | E. coli MC4100 TorA-mCherry Tat export, fluorescence | hit rate 0.036% among 340,000 | AID 488895;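 active = mean replicate inhibition at least 50% and at least half of replicates individually reaching 50%; inconclusive = only one of the two criteria met; inactive = neither criterion met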;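 also: exported cargo escapes ClpAP degradation while cytoplasmic cargo is degraded and loses fluorescence; 0% = median of neutral control wells and 100% = median of NaSCN control wells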
CAL PDZ FP-2: blocks peptide binding to the human CAL PDZ domain; AID 602252; hit rate 0.92% among 300,000; inhibition, % at 24.9 µM; purified CAL PDZ, TMR-peptide fluorescence polarization, 1 h;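 active = mean inhibition of at least 30% with at least half of replicates also reaching 30%; inconclusive = no clear call, values can overlap the other calls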;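 also: 0% = DMSO neutral control and 100% = excess unlabeled competitor peptide PRC23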
AddAB inh: less growth of phage-infected E. coli with AddAB; AID 435030; E. coli expressing H. pylori AddAB, absorbance growth; inhibition, % at 11.9 µM; hit rate 0.29% among 330,000; in the data active = inhibition above about 12%;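 also: 0% = vehicle wells of infected cells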
* marks the source's active call; other numbers are inactive results; u = inconclusive; x = not tested or not shown; & = joins results of further samples.

The line under a structure holds: phage Ecoli inh, MITF TRPM1 HTS, Ecoli viability, SR-BI DiI-HDL act, Wnt bcat act, CAL PDZ FP-1, SR-BI DiI inh, Tat transport, CAL PDZ FP-2, AddAB inh
1	CCCCn1c(=O)c(-[n+]2ccccc2)c([O-])c2ccccc21
→ 0.2, x, -2.2, -11, 0, -0.7, 11, 0, -3, 0.4
2	COc1ccccc1-n1nnnc1SCc1cc2c(cc1Br)OCO2
→ 0.4, 8, 0.5, 7, -2, -1.8, -7, 3, -2, 4.3
3	C/C(=N\NC(=O)c1ccccc1)c1cccc(Br)c1
→ 3.0, 49, -1.0, 1, 2, -0.4, -1, -5, 2, -1.6
4	COc1cccc(CN2CC(C(=O)N(C)C3CCOCC3)CCC2=O)c1 (centres undefined)
→ 3.0, -4, 2.1, 6, -1, -0.1, -6, -9, -10, 1.6
5	COc1ccc(CCNS(=O)(=O)c2ccc(OC)cc2)cc1
→ 2.2, x, 0.5, 33, 25, x, -33, -3, -2, 3.1
6	CCn1cc(CCCC(=O)NCc2ccccc2OC)c2ccccc21
→ -0.1, 9, x, -30, 0, -0.2, 30, 4, -7, x
7	CCN=C1S/C(=C\c2ccc(Sc3ccc(Cl)cc3)o2)C(=O)N1CC
→ 0.9, 2, 0.2, -31, x, -1.0, 31, 6, -2, -1.1
8	O=c1[nH]c2ccccc2nc1CCc1ccccc1
→ 3.1, 78, 1.1, 2, 31*, 0.4, -2, 1, -7, 6.3
9	CCOc1ncccc1C(=O)N=C1SCCN1C(=O)c1cccnc1OCC
→ 1.4, -8, -0.1, 17, 0, 0.0, -17, 5, x, 1.3
10	O=C(CSc1nnnn1-c1cccnc1)NCc1cccs1
→ 2.4, -5, -0.2, -8, -2, -0.4, 8, -4, -9, 0.5
11	Cc1ccccc1OCCn1cc(/C=C(\C#N)C(=O)NCc2ccco2)c2ccccc21
→ 4.2, 0, 2.2, -42, -1, -0.8, 42, 7, 1, 3.3
12	COc1ccccc1Oc1ccc(S(=O)(=O)N2CCCCC2)cc1NC(=O)CCNC(C)=O
→ 2.9, 0, -1.6, 2, 8, -1.8, -2, 2, -2, 1.6
13	COc1cccc(N2CCN(C(=O)c3cc(-c4ccc(F)cc4)[nH]c3C)CC2)c1
→ -0.8, 4, x, -36, 15, x, 36, 6, 1, x
14	Cc1ccc(-c2csc(NC(=O)c3ccccc3Cl)c2C(=O)O)cc1
→ 1.2, 3, -0.5, 10, 11, 0.0, -10, 9, -5, 1.1
15	CC(=O)/C=C(/C)NC(Cc1c[nH]c2ccccc12)C(=O)O (centres undefined)
→ 0.4&1.3, -4&-14, 0.6&2.5, 33&13, -1, -1.7&0.9, -33&-13, 5&6, -3&-1, 0.3&1.1
16	Cc1ccc(C)c(S(=O)(=O)N2C(=S)NC(=O)C2C(C)C)c1 (centres undefined)
→ 3.4, -8, -0.7, 12, x, -0.9, -12, -1, -1, 1.2
17	CCOc1ccccc1CNC(=O)CNC(=O)c1cccs1
→ x, -14, -1.4, -9, x, -2.7, 9, 2, -2, 1.9
18	CN(C(=O)CC1C(=O)NCCN1Cc1ccc(F)c(F)c1)C1CCCCC1 (centres undefined)
→ 2.1, -3, 1.8, 19, -1, -0.9, -19, -2, -2, 2.3
19	COCCNC(=O)C(=O)NCC(c1ccc2c(c1)OCO2)N1CCN(c2ccc(F)cc2)CC1 (centres undefined)
→ 1.4, -7, 2.1, 2, -1, -0.1, -2, -9, x, 1.9
20	COc1ccc(C(=O)NC2CCCN(Cc3ccc(Cl)cc3)C2)c(OC)c1 (centres undefined)
→ 6.9, -12, -1.0, -21, -3, -1.6, 21, 3, x, 3.3

Three of the compounds above, in transposed form.
(5) COc1ccc(CCNS(=O)(=O)c2ccc(OC)cc2)cc1
(8) O=c1[nH]c2ccccc2nc1CCc1ccccc1
(10) O=C(CSc1nnnn1-c1cccnc1)NCc1cccs1
Compound | 5 | 8 | 10
phage Ecoli inh | 2.2 | 3.1 | 2.4
MITF TRPM1 HTS | x | 78 | -5
Ecoli viability | 0.5 | 1.1 | -0.2
SR-BI DiI-HDL act | 33 | 2 | -8
Wnt bcat act | 25 | 31* | -2
CAL PDZ FP-1 | x | 0.4 | -0.4
SR-BI DiI inh | -33 | -2 | 8
Tat transport | -3 | 1 | -4
CAL PDZ FP-2 | -2 | -7 | -9
AddAB inh | 3.1 | 6.3 | 0.5

Other compounds.
The line under a structure holds: phage Ecoli inh, MITF TRPM1 HTS, Ecoli viability, SR-BI DiI-HDL act, Wnt bcat act, CAL PDZ FP-1, SR-BI DiI inh, Tat transport, CAL PDZ FP-2, AddAB inh
21	O=C(Nc1ccc(C(=O)O)cc1)/C(=C\C=C\c1ccccc1)NC(=O)c1cccc(Br)c1
→ 3.3, -7, 2.4, 5, -4, -7.6, -5, 6, -7, -0.1
22	Cc1cc(C(=O)NCCC2=CCCCC2)c(C)o1
→ 1.2, 47, 2.1, -2, 25, 0.5, 2, 4, -1, 3.0
23	CNC(=O)c1cc(C)c(-c2ccccc2)s1
→ 2.0, 26, 0.5, 1, x, -3.1, -1, 22, -5, -1.7
24	CCOC(=O)C1(CC/C(C)=N\NC(N)=O)CC(C)(C)OC1=O (centres undefined)
→ 4.7, -7, -2.4, 13, -1, -0.5, -13, -8, -2, -0.2
25	O=C(CNC(=O)c1ccc(Br)cc1)OCc1cc([N+](=O)[O-])cc2c1OCOC2
→ 0.0, -11, 1.4, -31, 0, -1.0, 31, 6, 0, -1.6
26	COc1cccc(C(=O)OCCCOC(=O)c2cccc(OC)c2OC)c1OC
→ 1.3, -4, 1.3, 16, 0, 0.1, -16, 8, -5, 0.6
27	Cc1cccc(Nc2nnc(SCC(=O)NCc3cccs3)s2)c1C
→ 2.9, 4, -0.8, -10, x, -1.7, 10, -1, -5, 3.6
28	O=C(NCC1CC1)c1cc(-c2ccccc2)nn1CC1CC(c2cccc([N+](=O)[O-])c2)=NO1 (centres undefined)
→ 1.4, -4, -1.4, -33, -1, 0.5, 33, -3, 1, 1.4
29	CCOC(=O)c1ccc(NC(=O)C2CCN(S(=O)(=O)CC)CC2)cc1
→ 2.7, 8, -2.7, -7, 0, -1.7, 7, 2, -2, 0.9
30	Cc1cccc2sc(N(CCCN(C)C)C(=O)COc3ccc(Cl)cc3)nc12
→ 0.1, 2, -1.1, x, -2, -6.2, x, 1, 0, -1.4
31	CCCOc1ccc(NC(=O)C2CC(=O)N3CCCN=C3S2)cc1 (centres undefined)
→ 1.0, 8, -0.2, 5, x, -2.6, -5, -2, x, 0.8
32	COc1ccc(C2CC(c3ccc(Cl)cc3)=NN2c2ccc(S(N)(=O)=O)cc2)cc1 (centres undefined)
→ 2.4, 10, -0.2, -45, -1, -0.3, 45, 2, -1, -1.5
33	O=C(NCc1ccccn1)C1CCCN(S(=O)(=O)c2cc(Cl)ccc2Cl)C1 (centres undefined)
→ x, -97, x, -18, x, 1.1, 18, -6, x, x
34	Cc1c(NC(=O)c2cc(-c3ccccc3)nc3ccccc23)c(=O)n(-c2ccccc2)n1C
→ 1.3, -8, -0.5, -77, -3, -1.4, 77*, -2, x, 0.2
35	CCc1ccc(-c2nc(CS(=O)CC(=O)NCCCN3CCC(C)CC3)c(C)o2)cc1 (centres undefined)
→ -0.6, 13, -3.9, 7, 0, -3.4, -7, 4, -5, 2.9
36	CC(C)(C)C(=O)Nc1ccc(C(=O)NNC(=O)Cc2ccccc2)cc1
→ 1.3, 15, 1.4, 30, x, 1.4, -30, 2, 0, 2.6
37	Cc1cc(C)n(/N=C\c2c(O)ccc3ccccc23)c(=O)c1C(N)=O
→ 0.7, x, -3.1, 7, x, -0.5, -7, -2, 50*, -2.4
38	Cc1ccc(-c2cc(C(=O)NCC3CCCO3)no2)cc1 (centres undefined)
→ 0.9, 53, 0.6, 24, 19, -2.3, -24, -6, -4, 1.5
39	Cc1noc(/C=C/NCc2cccnc2)c1S(=O)(=O)N(C)CC(=O)N1CCc2ccccc21
→ 0.8, x, 0.6, -12, -6, -0.4, 12, -8, -3, 1.8
40	CC(Sc1nnc(-c2ccncc2)n1C)C(=O)NCC1CCCO1 (centres undefined)
→ 1.5, -1, 0.6, 11, 0, 0.6, -11, -8, -2, 2.1

The line under a structure holds: phage Ecoli inh, MITF TRPM1 HTS, Ecoli viability, SR-BI DiI-HDL act, Wnt bcat act, CAL PDZ FP-1, SR-BI DiI inh, Tat transport, CAL PDZ FP-2, AddAB inh
41	C=CCn1c(SCC(=O)Nc2cccc(C(=O)OC)c2)nnc1C(C)NC(=O)c1cccs1 (centres undefined)
→ 1.2, -1, -1.2, -15, x, -2.0, 15, 3, x, 0.0
42	COc1ccccc1NC(=O)C1CCCN1C(=O)Nc1ccc(F)cc1 (centres undefined)
→ 1.5, 12, -1.9, 5, -3, -1.2, -5, 0, 1, 3.4
43	O=C(/C=C/c1cccs1)c1ccc([N+](=O)[O-])cc1
→ -1.7, 22, 2.3, x, -8, -0.6, x, u, -3, 0.6
44	CC1Cc2ccccc2N1S(=O)(=O)c1cnc[nH]1 (centres undefined)
→ 0.9, -4, 0.8, 14, 0, x, -14, 9, 2, -2.0
45	NC(=S)NN=C1C=CCCC1
→ 2.5, 9, x, -39, -2, -0.2, 39, 2, -5, x
46	CCOc1ccc(-n2nc3ccc(NC(=O)c4ccc5c(c4)OCCO5)cc3n2)cc1
→ -0.5, -27, 1.4, -67, x, -2.4, 67, -3, -2, -1.8
47	CN(C)CCN(C(=O)c1ccc(S(=O)(=O)N(C)CC2CCCO2)cc1)c1nc2cc3c(cc2s1)OCO3 (centres undefined)
→ 0.9, -7, 0.7, 15, 1, 0.1, -15, 0, -1, 2.5
48	COc1ccc(Cl)cc1NC(=O)CN(C)C(=O)CCCNC(=O)c1ccc(Cl)cc1
→ 4.5, 29, -2.1, -48, 5, -1.3, 48, -4, 1, 0.0

A draw from above in order of count of non-hydrogen atoms, highest first.
The line under a structure holds: phage Ecoli inh, MITF TRPM1 HTS, Ecoli viability, SR-BI DiI-HDL act, Wnt bcat act, CAL PDZ FP-1, SR-BI DiI inh, Tat transport, CAL PDZ FP-2, AddAB inh
46	CCOc1ccc(-n2nc3ccc(NC(=O)c4ccc5c(c4)OCCO5)cc3n2)cc1
→ -0.5, -27, 1.4, -67, x, -2.4, 67, -3, -2, -1.8
48	COc1ccc(Cl)cc1NC(=O)CN(C)C(=O)CCCNC(=O)c1ccc(Cl)cc1
→ 4.5, 29, -2.1, -48, 5, -1.3, 48, -4, 1, 0.0
43	O=C(/C=C/c1cccs1)c1ccc([N+](=O)[O-])cc1
→ -1.7, 22, 2.3, x, -8, -0.6, x, u, -3, 0.6
